USP7 block: blocks human USP7 ubiquitin-rhodamine cleavage | Q93009 | purified USP7, Ub-rhodamine cleavage fluorescence | inhibition, % at 20 µM | 0.3% of 47,000 active
USP10 block: inhibitors of human USP10 deubiquitinase; Q14694; purified USP10, Ub-rhodamine fluorescence, 60 min; inhibition, % at 20 µM; 1.1% of 47,000 active
OTUD3 block: blocks human OTUD3 ubiquitin-rhodamine cleavage. 0.7% of 47,000 active. inhibition, % at 25 µM. AID 1645858. purified OTUD3, Ub-rhodamine fluorescence, 2 h
USP8 inh: blocks human USP8 ubiquitin-rhodamine cleavage; P40818; purified USP8, Ub-rhodamine cleavage fluorescence, 30 min; inhibition, % at 20 µM; 4.2% of 47,000 active; AID 1645853
USP17 block: blocks human USP17 ubiquitin-rhodamine cleavage. inhibition, % at 50 µM. 6.5% of 47,000 active. AID 1645855. purified USP17, Ub-rhodamine cleavage fluorescence, 3 h
USP30 inh: human USP30 deubiquitinase inhibition; Q70CQ3; purified USP30, Ub-rhodamine cleavage fluorescence; inhibition, % at 25 µM; 5.3% of 47,000 active; AID 1645860
UCHL1 inh: human UCHL1 deubiquitinase inhibition. 0.2% of 47,000 active. AID 1645859. inhibition, % at 20 µM. purified UCHL1, Ub-rhodamine cleavage fluorescence. P09936
USP28 block: blocks human USP28 ubiquitin-rhodamine cleavage | AID 1645857 | inhibition, % at 25 µM | Q96RU2 | purified USP28, Ub-rhodamine cleavage fluorescence, 30 min | 3% of 47,000 active
Target sequence (Q96RU2 whole entry, looked up): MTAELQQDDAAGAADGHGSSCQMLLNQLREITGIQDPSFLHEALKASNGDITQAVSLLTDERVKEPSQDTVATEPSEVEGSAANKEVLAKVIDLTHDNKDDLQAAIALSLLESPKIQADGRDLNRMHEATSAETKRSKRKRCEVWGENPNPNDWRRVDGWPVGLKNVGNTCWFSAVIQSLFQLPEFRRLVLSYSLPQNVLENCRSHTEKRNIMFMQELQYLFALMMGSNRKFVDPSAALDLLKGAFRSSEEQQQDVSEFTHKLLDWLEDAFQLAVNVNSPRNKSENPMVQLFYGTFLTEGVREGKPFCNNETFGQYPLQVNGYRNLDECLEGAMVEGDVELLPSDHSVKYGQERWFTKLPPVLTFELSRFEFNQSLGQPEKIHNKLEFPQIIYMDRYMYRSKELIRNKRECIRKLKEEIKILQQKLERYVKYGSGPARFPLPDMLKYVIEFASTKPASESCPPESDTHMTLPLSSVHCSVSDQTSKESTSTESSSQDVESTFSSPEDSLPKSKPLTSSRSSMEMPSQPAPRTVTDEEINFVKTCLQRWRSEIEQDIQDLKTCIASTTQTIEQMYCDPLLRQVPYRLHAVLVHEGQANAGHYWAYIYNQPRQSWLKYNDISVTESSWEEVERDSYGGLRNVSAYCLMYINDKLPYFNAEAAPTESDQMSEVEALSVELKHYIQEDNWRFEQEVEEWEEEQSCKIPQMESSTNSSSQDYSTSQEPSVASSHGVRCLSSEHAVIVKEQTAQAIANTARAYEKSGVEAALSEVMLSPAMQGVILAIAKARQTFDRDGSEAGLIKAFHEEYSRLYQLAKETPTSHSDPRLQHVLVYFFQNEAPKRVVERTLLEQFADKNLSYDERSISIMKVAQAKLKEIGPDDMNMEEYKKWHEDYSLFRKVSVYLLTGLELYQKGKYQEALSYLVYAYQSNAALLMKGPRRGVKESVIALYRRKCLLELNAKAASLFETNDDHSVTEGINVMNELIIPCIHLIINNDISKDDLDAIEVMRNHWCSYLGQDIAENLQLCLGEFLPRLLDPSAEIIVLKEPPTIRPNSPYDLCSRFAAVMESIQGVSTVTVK
An asterisk follows results filed as active; x = no result given. Cut-off read from the data, not from the text of the source: active = inhibition above about 30%; inactive = the rest. No enrichment for hits. About 14% of those tested had a hit in this group.

Start of the data: the first 10 records (preview)
SMILES	USP7 block	USP10 block	OTUD3 block	USP8 inh	USP17 block	USP30 inh	UCHL1 inh	USP28 block
COC(=O)c1ccc(NC(=O)CCS(=O)(=O)c2ccc3c(c2)SC(C)C(=O)N3)cc1 (stereo not drawn)	-8.7	0.5	-10.7	-61.0	11.4	-160.9	-1.5	-13.0
O=S1(=O)c2ccccc2O[C@H]2CCN(c3ncccn3)CC[C@@H]2N1CC1CC1	-6.8	-1.4	-2.3	-30.9	-6.2	-4.4	-0.3	-7.3
COCCCNc1ccn2nc(-c3ccc(C)cc3)cc2n1	-4.7	-6.9	-11.5	-12.9	-37.3	-40.2	-1.6	-8.8
COCCCNC(=O)C1c2ccccc2C(=O)N(Cc2ccccc2)C12CCCC2 (stereo not drawn)	-4.7	0.7	-6.8	-7.7	x	-15.4	-1.1	-11.9
O=C(c1cc2ccccc2[nH]1)N1CCCC2(COCCN(c3cccnc3)C2)C1 (stereo not drawn)	-7.9	-3.3	-1.3	29.1	16.4	-8.1	-0.9	0.2
COc1ccc2cc(CNC3CCN(Cc4ccccc4)CC3)c(=O)[nH]c2c1	-34.1	-4.3	-75.6	-101.3	-81.4	-326.1	-32.5	-80.0
Fc1cccc(Cl)c1C1Nc2ccccc2-c2nc3ccccc3n21 (stereo not drawn)	8.0	5.0	-8.6	-4.4	0.9	8.6	4.2	2.0
c1ccc(-c2n[nH]nc2CN2CCC3(CC2)Nc2ccccc2C2=NCCN23)cc1	2.7	-2.3	-6.9	-6.9	-13.7	-64.1	0.9	-10.3
Cc1ccsc1CN1CCc2nc(N3CCC(C)CC3)ncc2C1	4.9	-5.8	-38.5	-120.3	-26.6	-109.7	-1.6	-11.6
Cc1ccc(CN(C(=O)c2cc(-c3ccccc3)on2)C2CCS(=O)(=O)C2)cc1 (stereo not drawn)	4.1	5.1	13.8	1.9	5.0	24.7	8.3	9.6

The list itself (from the top)
SMILES	USP7 block	USP10 block	OTUD3 block	USP8 inh	USP17 block	USP30 inh	UCHL1 inh	USP28 block
COC(=O)c1ccc(NC(=O)CCS(=O)(=O)c2ccc3c(c2)SC(C)C(=O)N3)cc1 (stereo not drawn)	-8.7	0.5	-10.7	-61.0	11.4	-160.9	-1.5	-13.0
O=S1(=O)c2ccccc2O[C@H]2CCN(c3ncccn3)CC[C@@H]2N1CC1CC1	-6.8	-1.4	-2.3	-30.9	-6.2	-4.4	-0.3	-7.3
COCCCNc1ccn2nc(-c3ccc(C)cc3)cc2n1	-4.7	-6.9	-11.5	-12.9	-37.3	-40.2	-1.6	-8.8
COCCCNC(=O)C1c2ccccc2C(=O)N(Cc2ccccc2)C12CCCC2 (stereo not drawn)	-4.7	0.7	-6.8	-7.7	x	-15.4	-1.1	-11.9
O=C(c1cc2ccccc2[nH]1)N1CCCC2(COCCN(c3cccnc3)C2)C1 (stereo not drawn)	-7.9	-3.3	-1.3	29.1	16.4	-8.1	-0.9	0.2
COc1ccc2cc(CNC3CCN(Cc4ccccc4)CC3)c(=O)[nH]c2c1	-34.1	-4.3	-75.6	-101.3	-81.4	-326.1	-32.5	-80.0
Fc1cccc(Cl)c1C1Nc2ccccc2-c2nc3ccccc3n21 (stereo not drawn)	8.0	5.0	-8.6	-4.4	0.9	8.6	4.2	2.0
c1ccc(-c2n[nH]nc2CN2CCC3(CC2)Nc2ccccc2C2=NCCN23)cc1	2.7	-2.3	-6.9	-6.9	-13.7	-64.1	0.9	-10.3
Cc1ccsc1CN1CCc2nc(N3CCC(C)CC3)ncc2C1	4.9	-5.8	-38.5	-120.3	-26.6	-109.7	-1.6	-11.6
Cc1ccc(CN(C(=O)c2cc(-c3ccccc3)on2)C2CCS(=O)(=O)C2)cc1 (stereo not drawn)	4.1	5.1	13.8	1.9	5.0	24.7	8.3	9.6
CC(=O)COc1ccc2c(c1C)OC(C)(C)CC2=O	-9.4	0.3	3.4	2.9	-3.5	17.9	0.7	2.7
CC(=O)NC(Cc1ccccc1)C(=O)OCC(=O)c1ccc(-c2ccccc2)cc1 (stereo not drawn)	0.5	8.0	7.1	9.8	7.8	15.9	-0.1	4.4
O=c1c2cnc(N3CCCCC3)nc2ccn1Cc1ccco1	-12.6	0.1	-13.6	-1.2	-11.5	-21.0	-0.5	-5.2
Cc1ccc(CNC(=O)c2cnc(N3CCN(C)CC3)nc2C)o1	-10.2	-7.4	-17.4	-36.2	-33.3	-105.7	-10.5	-30.1
Cc1c(C(=O)N2CCCC2)oc2ccc3c(c12)C(O)CC1(CCCCC1)O3 (stereo not drawn)	-12.3	0.2	-4.2	0.0	-2.9	6.4	0.4	-5.4
O=C(NCCc1nc(-c2ccccc2)no1)c1ccccc1Cl	-7.0	-3.7	-9.4	-4.5	-1.9	-25.3	-5.4	-7.5
Cc1cn2c(=O)c(S(=O)(=O)NCC3CCCO3)c(C)nc2s1 (stereo not drawn)	1.6	-0.2	9.3	-4.4	12.1	20.4	1.7	9.0
Cc1cc(C(=O)Nc2cnc(N3CCCCCC3)nc2)no1	-21.8	-6.5	-17.8	0.4	-14.9	-63.9	-9.1	5.8
CS(=O)(=O)N1CCC(Cc2cncc(-c3ccn[nH]3)n2)CC1	3.9	0.6	0.0	10.0	5.8	3.3	0.0	0.0
Cc1cccc(-c2noc(CCn3c(=O)[nH]c4ccccc4c3=O)n2)c1	3.5	1.3	5.2	13.9	61.0*	17.8	0.0	30.4*
Cc1cc(CCC2CN(C(=O)c3noc4c3CCCC4)CCO2)ncn1 (stereo not drawn)	2.3	0.8	-0.1	-11.4	-52.0	0.0	0.3	3.5
Cc1cnnn1-c1ccc(C(=O)Nc2ccc(Cl)cc2Cl)cc1	6.1	6.6	23.3	59.1*	84.4*	80.8*	2.7	36.9*
CCn1c(SCC(=O)N2CCc3ccccc32)nnc1-c1ccc2c(c1)OCCO2	-3.0	-2.6	27.8	-16.6	57.9*	74.2*	-3.2	4.1
CC1(C)CS(=O)(=O)N(c2cccc(C(=O)N3CCN(c4ccccn4)CC3)c2)C1=O	1.3	-2.8	10.3	13.7	3.5	15.0	1.5	4.7
CN(Cc1ccccc1)S(=O)(=O)c1ccc2[nH]cc(C(=O)NCc3cccs3)c(=O)c2c1	-2.0	12.1	-8.2	10.6	60.4*	-33.0	-0.6	-8.6
Nc1ncc(-c2cccc(F)c2)c(C2CCCN2C(=O)c2ccn[nH]2)n1 (stereo not drawn)	-2.7	-0.4	-10.1	-8.0	-14.2	-5.9	-1.8	-16.9
COc1ccc(-c2nc3ccccn3c2NCCc2ccccc2)cc1	8.6	10.7	5.8	-6.5	14.5	-7.3	11.7	12.4
Cc1ccc2oc(=O)c(S(=O)(=O)N3CCCCC3)cc2c1	-4.6	-2.6	13.2	21.1	61.4*	24.9	1.3	8.6
Cc1ccccc1NC(=O)c1cnn(-c2ccccc2)c1C1CCNCC1	-3.8	-4.0	-10.9	-86.9	-9.0	-17.9	-3.5	-8.2
CCc1nnc(-c2nnc(NCc3cccnc3)c3ccccc23)o1	-3.1	2.8	8.0	3.6	3.7	27.3	1.8	8.8
COc1ccc(S(=O)(=O)NCc2nnnn2-c2ccc(C)cc2)cc1C	2.1	3.1	4.7	24.9	8.7	18.9	1.2	14.1
COc1ccccc1N1CCN(C(=O)c2cc(-c3ccccn3)nc3ccccc23)CC1	-2.3	-2.8	2.6	-12.1	-10.2	-4.2	1.6	-0.2
Cc1cc(-c2cncc(C3CCCN(S(=O)(=O)N(C)C)C3)n2)n[nH]1 (stereo not drawn)	3.6	-2.7	2.4	0.1	1.5	-10.2	1.3	6.7
CN1CCN(C(c2cccnc2)c2oc3ccccc3c2NC(=O)c2ccccc2)CC1 (stereo not drawn)	-6.1	-1.0	0.0	-3.5	-4.1	1.9	-0.6	-2.2
O=C(NCc1ccncc1)c1nc(-c2ccc(N3CCCCC3)nc2)no1	-95.1	-2.2	-6.5	0.0	7.9	22.1	-2.3	-1.1
CC(C(=O)N1CCC(c2nc3ccccc3cc2C(N)=O)CC1)N1CCCC1 (stereo not drawn)	-39.8	-6.8	-51.4	-39.1	-69.1	-183.2	-45.4	-68.7
COc1cc2c(cc1OC)-c1cc(N3CCCCCC3)nc(=O)n1CC2	-3.5	-4.8	2.0	16.6	2.0	-8.8	-5.4	4.7
CN(c1ccc(F)cc1)S(=O)(=O)c1ccc2[nH]cc(C(=O)N3CCOCC3)c(=O)c2c1	2.2	0.0	0.7	-84.6	-8.9	3.7	1.4	3.5
Cc1nc(SCC(=O)Nc2cccc(Cl)c2)c2sc3nc4c(cc3c2n1)COC(C)(C)C4	x	-1.0	10.9	-0.1	33.7*	32.1*	1.8	15.0
O=C(NC1CCOCC1)c1cnc2n1CC(c1cccc(C(F)(F)F)c1)CC2 (stereo not drawn)	-7.5	-1.1	-17.6	-9.4	-11.0	-7.0	1.3	-2.6
CNC(=O)[C@H]1C[C@]2(CCCCNC2=O)N(C(=O)Cc2ccc(OC)cc2)[C@H]1c1ccccc1	-6.4	-0.6	0.1	-0.7	1.8	6.1	-1.2	0.2
COc1ccc(CNC(=O)CC[C@H]2CNC(=O)[C@@H]3[C@@H](CCN3Cc3csnn3)N2C)cc1	-9.6	-4.2	-8.6	-9.2	-44.1	-20.6	-2.1	-16.3
CCOC(=O)C(NC(C)=O)(N1CCN(c2cc3c(cc2F)c(=O)c(C(=O)O)cn3C2CC2)CC1)C(F)(F)F (stereo not drawn)	0.2	0.8	14.4	16.8	12.1	21.7	-0.4	5.6
CCC1CCCCN1c1ccnc(N2CCC(C(=O)O)CC2)n1 (stereo not drawn)	2.3	-1.3	11.7	26.1	15.3	15.9	1.0	16.4
COc1ccc(-c2nc(Cn3c(=O)n(C(C)C)c(=O)c4ccccc43)c(C)o2)cc1	3.1	2.6	6.0	15.9	10.6	5.9	1.4	8.8
CC1CCN(S(=O)(=O)c2cccn(CC(=O)N3CCCc4ccccc43)c2=O)CC1	-39.3	-10.0	-13.2	-12.3	-24.5	-42.0	-8.5	-15.8
CC(=O)O[C@H]1C[C@@]2(C)[C@@H](CC[C@H]3[C@@]4(C)CC[C@@H](O)[C@@H](C)[C@@H]4[C@@H](O)[C@H](O)[C@@]32C)/C1=C(\CCC=C(C)C)C(=O)O	-0.9	-2.0	0.3	-2.6	9.9	4.0	-3.9	-3.6
O=C(NCc1ccc2c(c1)OCO2)c1ccc[nH]c1=O	0.1	1.0	-14.9	-0.2	-7.1	-64.9	-1.3	-16.9
CNc1cc(C(=O)N[C@H]2CC[C@]3(CCC(=O)N3)[C@@H](c3ccccc3)C2)ccn1	3.3	0.2	-10.0	4.8	-0.8	-3.4	-3.0	-13.2
CC(=O)Nc1ccc(C2(C(=O)NC3CCCC3)CCC2)cc1	0.6	0.1	-5.4	0.0	-4.2	-0.2	-1.5	-10.0
Further results
SMILES	USP7 block	USP10 block	OTUD3 block	USP8 inh	USP17 block	USP30 inh	UCHL1 inh	USP28 block
Cc1cnnn1-c1ccc(C(=O)Nc2cc(Cl)ccc2Cl)cc1	3.3	0.1	5.3	0.3	68.1*	23.7	4.7	9.1
Clc1ccc(CCNc2nc3ccc(Cl)cc3n3cnnc23)cc1	-6.0	-9.5	-24.1	-7.0	-39.3	-66.0	-7.6	-24.9
COc1ccc(N2C(=O)c3cc4ccccc4n3CC2(C)C(=O)NC2CCCC2)cc1 (stereo not drawn)	6.9	10.6	15.3	31.2*	15.4	14.8	3.5	10.1
CC1CCN(S(=O)(=O)N2CCCC(C(=O)N3CCc4ccccc43)C2)CC1 (stereo not drawn)	-8.7	3.9	-1.6	-12.5	2.5	1.0	1.2	-4.3
COc1ccc2c(CNCc3ccc4c(c3)OCO4)c(C(=O)O)[nH]c2c1	-0.1	-2.3	-3.2	-0.6	-0.5	-7.3	-2.9	-11.0
O=C(Oc1ccccc1Cl)c1ccc(-n2cncn2)nc1	-0.9	1.4	-1.7	-24.5	1.2	0.8	-2.3	0.0
CNC(=O)c1cc(-c2ccccc2)c(N2CCOCC2)s1	1.3	0.2	-0.2	0.0	2.6	-0.1	2.5	4.9
Cc1cc2n(n1)CCCN2C(=O)CCC(=O)NCc1ccc2c(c1)OCO2	1.3	-3.1	5.6	-2.1	11.0	19.5	3.6	9.3
COc1ccc(-c2noc(C3CCCN3C(=O)Nc3ccccc3Cl)n2)cc1 (stereo not drawn)	2.8	4.3	11.5	7.4	12.2	26.9	3.7	14.2
COc1ccccc1C(CC(=O)N1CCCC1)c1ccc2c(c1)OCO2 (stereo not drawn)	-2.6	2.0	17.2	-1.2	3.9	10.8	0.2	13.4
CCCCCCC1OC23OC1CCC2C(O)CCC3O (stereo not drawn)	0.2	-8.2	0.0	-17.6	-8.5	-46.4	-1.0	2.3
O=C(CCn1c(=O)c2ccccc2n(Cc2ccccc2F)c1=O)NCc1ccco1	-25.8	38.7*	-3.1	7.8	-3.4	-25.9	7.0	-12.7
COc1ccc(S(=O)(=O)N(CC(=O)N2CCCc3ccccc32)Cc2ccccc2)cc1	6.0	3.9	4.7	-0.2	1.3	-0.1	2.6	1.4
Cc1nn(CC(=O)NCC2CCCO2)c(C)c1S(=O)(=O)N1CCCCC1 (stereo not drawn)	4.1	-2.5	4.0	17.3	12.8	6.0	1.8	8.3

Screening data deposited in PubChem by Dana-Farber Cancer Institute and Novartis Institutes for BioMedical Research (Cambridge, Mass).
